Assay outcomes (PubChem)
hgDAF-12 ag: hgDAF-12 agonism, primary luciferase screen | HEK293 GAL4-hgDAF12 UAS-luciferase reporter, agonist luminescence; normalized to butyrate control | activation, % at 6.8 µM | 1.8% of 370,000 active;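 active means activation above a cutoff set at the mean of all screened compounds plus 3 SD, cut at about 10% in these data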;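 further: 0% = DMSO wells and 100% = sodium butyrate wells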
hcDAF12 agonist: H. contortus DAF-12 activation, primary screen. activation, % at 6.8 µM. HEK293 hcDAF-12 lit1-tk-luc reporter, luminescence; 0% DMSO, 100% Δ7-dafachronic acid. 1.4% of 370,000 active;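 active means activation above the mean of all tested compounds plus 3 SD, cut at about 5.5% in these data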;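 further: 100% = response to 3 µM Δ7-dafachronic acid high control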
SMARCA2 act: activators of SMARCA2 function; 1% of 370,000 active; MG213 cells, MMTV-luciferase reporter, dexamethasone, overnight; activation, % at 9.1 µM; in the data active means activation above about 7.8%;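 further: 0% = vehicle wells and 100% = reference activator wells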
PLC-beta3 inh: inhibitors of human phospholipase C beta3; Purified PLC-beta3, fluorogenic substrate, fluorescence; AID 720704; 0.18% of 370,000 active; Q01970; inhibition, % at 12.2 µM; in the data active means inhibition above about 11%;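 further: 0% = median of compound wells on plate and 100% = full blocker control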
ssDAF-12 act: S. stercoralis DAF-12 activation, primary screen. HEK293 ssDAF-12/GRIP1 lit1-tk-luc reporter, luminescence; % of 3 µM dafachronic acid response. activation, % at 6.8 µM. 1% of 370,000 active;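 active means activation above the mean over all tested compounds plus 3 SD, cut at about 0.9% in these data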;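 further: 0% = DMSO-only wells and 100% = 3 µM delta7-dafachronic acid wells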
FXN GAA850 act: frataxin GAA850 promoter activation; AID 540364; 0.56% of 360,000 active; HEK293 lucGAA850 FXN promoter luciferase reporter, 24 h; percent of 10 µM SAHA response; activation, % at 6 µM;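 active means activation above the average of all compounds screened plus 3 SD, cutoff fixed separately per campaign, cut at about 7.5% in these data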;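 further: 0% = DMSO wells and 100% = 10 µM SAHA wells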
HGIII-sPLA2 inh: Blocks human group III sPLA2 activity. inhibition, % at 12.2 µM. Q9NZ20. QFRET BODIPY PC-A2 liposome hydrolysis, fluorescence. 0.56% of 370,000 active;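 active means inhibition above mean plus 3 SD of compounds lying within the high and low control bounds, cut at about 19% in these data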;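 further: 0% = median of test compound wells and 100% = no enzyme DMSO wells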
Target sequence (Q9NZ20 whole entry, looked up): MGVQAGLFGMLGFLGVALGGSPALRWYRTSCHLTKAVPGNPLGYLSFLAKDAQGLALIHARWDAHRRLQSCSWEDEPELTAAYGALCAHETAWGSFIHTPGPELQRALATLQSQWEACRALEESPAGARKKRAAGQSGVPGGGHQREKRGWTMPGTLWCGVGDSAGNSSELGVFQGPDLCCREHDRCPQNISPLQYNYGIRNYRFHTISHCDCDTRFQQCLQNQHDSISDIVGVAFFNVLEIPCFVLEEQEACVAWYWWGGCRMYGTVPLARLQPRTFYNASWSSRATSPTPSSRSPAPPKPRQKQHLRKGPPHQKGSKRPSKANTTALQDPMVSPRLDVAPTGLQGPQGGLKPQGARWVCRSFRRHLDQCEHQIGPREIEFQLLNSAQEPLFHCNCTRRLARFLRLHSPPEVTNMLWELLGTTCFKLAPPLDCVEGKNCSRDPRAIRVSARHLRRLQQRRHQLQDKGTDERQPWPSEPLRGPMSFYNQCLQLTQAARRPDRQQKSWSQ
PG9 binder: binds the HIV-1 gp120 antibody PG9; 0.43% of 360,000 active; inhibition, % at 6.7 µM; TR-FRET gp120-PG9 antibody binding; in the data active means inhibition above about 8.5%
Rev-erbA mod: Rev-erb alpha (human) modulation; Rev-erbα–FITC-DNA binding, fluorescence polarization, 90 min; 0.79% of 370,000 active; activity, % at 10 µM; P20393;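 active means activity above about 14%, limit read from the data; passing the limit was not always enough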;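 further: 0% = DMSO wells with 35 nM protein and 100% = DMSO wells with 750 nM protein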
DAX1 inh-1: inhibitors of human orphan nuclear receptor DAX1 (NR0B1); inhibition, % at 6.75 µM; 0.99% of 340,000 active; AID 504766; HEK293 Gal4-DAX1 luciferase reporter, luminescence; P51843;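 active means inhibition above the mean over all tested compounds plus 3 SD, cut at about 4.2% in these data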;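 further: 0% = DAX1-transfected cells with DMSO and 100% = empty-vector control cells with DMSO; inhibition shows as a rise in luminescence from relieved DAX1 repression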
Target sequence (P51843 207-470 limits assumed): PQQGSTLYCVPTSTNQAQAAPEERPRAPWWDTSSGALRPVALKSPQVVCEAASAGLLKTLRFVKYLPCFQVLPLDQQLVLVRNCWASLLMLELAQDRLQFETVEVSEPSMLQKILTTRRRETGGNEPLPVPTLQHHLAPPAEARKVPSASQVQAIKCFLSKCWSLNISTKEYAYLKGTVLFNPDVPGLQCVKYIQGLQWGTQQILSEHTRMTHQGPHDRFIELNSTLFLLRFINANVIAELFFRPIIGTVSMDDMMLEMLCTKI
DAX1 inh-2: inhibitors of DAX1 repression of SF-1 activated StAR promoter; HEK293T StAR-luciferase reporter, SF-1/DAX-1 repression relief; AID 652010; 1.1% of 370,000 active; inhibition, % at 6.8 µM;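 active means inhibition above the mean over all tested compounds plus 3 SD, cut at about 3.6% in these data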;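 further: 0% = DAX-1 cells with DMSO and 100% = cells lacking DAX-1 with DMSO; higher inhibition means more luminescence from relief of DAX-1 repression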
* = called active by the depositor; i = inactive; · = no result given.

Molecule	hgDAF-12 ag	hcDAF12 agonist	SMARCA2 act	PLC-beta3 inh	ssDAF-12 act	FXN GAA850 act	HGIII-sPLA2 inh	PG9 binder	Rev-erbA mod	DAX1 inh-1	DAX1 inh-2
O=C(Cc1cccc(NC(=O)C2CCCN(C(=O)C3CCC3)C2)c1)Nc1cccc(C(=O)N2CCCCC2)c1 (configuration not stated)	-1.4	-1.8	3	2	-1.1	0.1	-2	1.0	1	-0.4	0.4
CCCCNC(=O)O[C@H]1C[C@@H]2CCN3C(=O)CCC[C@H]([C@H]1CC)[C@H]23	2.2	-0.1	0	-2	-0.9	1.8	3	0.1	0	0.2	-0.3
COc1ccc(C(=O)NCC(=O)N/N=C/c2c(C)[nH]c3ccccc23)cc1	1.6	0.1	0	-7	-1.3	-0.4	-3	-5.2	4	-0.6	-0.4
COCCn1c(SCC(=O)Nc2cccc(OC)c2)nnc1-c1ccc(Cl)cc1	2.8	-2.6	-4	10	-1.6	-1.6	-21	-0.6	1	-0.6	-1.1
CCN(CC)C(=O)C1=C(C)N(CCCN2CCCC2=O)C(=O)C(CC(=O)NCc2cccs2)C1 (configuration not stated)	0.0	1.2	-5	-1	-1.0	1.6	12	-4.1	-5	1.2	-0.3
Cc1sc2ncnc(Sc3ccccc3C(=O)Nc3ccccc3Cl)c2c1C	1.1	1.4	1	3	-1.0	1.4	-2	3.0	13	0.5	-0.2
Cc1onc(-c2c(Cl)cccc2Cl)c1C(=O)Nc1ccc(Cl)cn1	0.4	-2.4	-6	-6	-1.3	-0.6	5	-0.9	0	-0.6	0.0
Cn1nnnc1SC1CC(=O)N(c2ccccc2)C1=O (configuration not stated)	-1.6	-1.5	-3	-8	-0.5	-0.8	5	2.7	-3	-0.3	-0.9
c1ccc2c(c1)nc1n2CCN1CCNC1CCCCC1	2.7	0.6	-1	-2	-0.7	-0.7	-1	0.4	-2	-1.2	-0.3
Cc1cc(C(F)(F)F)nn1CC(=O)NCc1ccco1	0.5	0.6	1	-5	-1.9	-1.1	-3	-1.7	-1	0.1	0.1
Cc1ccc(S(=O)(=O)N2CCN(c3ccccc3)CC2)cc1C(N)=O	-0.4	-2.0	-1	8	-1.0	-0.2	-4	-1.2	0	-0.6	0.0
C=CCn1c(SCC(=O)NC2CCCC2)nc2sc(C)cc2c1=O	-0.3	-0.6	0	2	-1.0	3.2	4	-0.6	1	0.5	0.7
CCOc1ccc(Cl)cc1/C=C1/C(=O)ON=C1C	-0.1	-0.1	8.0*	-2	-0.4	1.1	-2	-0.8	3	1.2	-0.3
Cn1c2ccccc2c2nnc(SCC(=O)NCc3ccoc3)nc21	0.8	-0.7	-1	-12	-0.7	0.9	3	-0.2	-9	-0.2	-0.6
CCOc1ccccc1NC(=O)CC1NCCNC1=O (configuration not stated)	0.4	0.7	-2	0	-1.3	-0.6	0	0.5	-5	0.3	-0.7
O=C(Cn1cnc2ccccc2c1=O)N1CCN(Cc2ccccc2)CC1	3.2	-0.6	2	4	-1.1	-0.5	0	-0.5	-6	1.0	-0.1
C=CCc1ccc(O)c(-c2cc(CC=C)ccc2O)c1	-2.3	-1.0	0	-13	-1.2	-0.9	-44	-1.6	-2	0.4	0.1
COc1cc(CNCCc2c[nH]c3ccccc23)ccc1OCc1ccccc1F	2.2	-2.0	-3	-2	-1.8	1.1	14	0.0	-5	0.7	0.1
Cc1cc(OCC(=O)NCCO)cc(C)c1Cl	0.9	1.8	-4	1	-0.6	0.2	0	0.8	2	0.1	0.3
CCOc1cc(CNCCSc2nnnn2C)cc(Br)c1OCc1ccc(F)cc1	-0.7	-0.7	-2	2	-1.4	-0.1	-7	0.5	8	0.3	-0.7

The closing two compounds of the section before come first, to join the parts:
Molecule	hgDAF-12 ag	hcDAF12 agonist	SMARCA2 act	PLC-beta3 inh	ssDAF-12 act	FXN GAA850 act	HGIII-sPLA2 inh	PG9 binder	Rev-erbA mod	DAX1 inh-1	DAX1 inh-2
Cc1cc(OCC(=O)NCCO)cc(C)c1Cl	0.9	1.8	-4	1	-0.6	0.2	0	0.8	2	0.1	0.3
CCOc1cc(CNCCSc2nnnn2C)cc(Br)c1OCc1ccc(F)cc1	-0.7	-0.7	-2	2	-1.4	-0.1	-7	0.5	8	0.3	-0.7
O=C(NC(=O)c1cc([N+](=O)[O-])ccc1Cl)C1=C(N2CCCC2)COC1=O	-1.4	-1.6	1	1	-1.0	0.8	9	-0.8	6	-0.9	0.4
Cn1c(=O)[nH]c(=O)c2c1nc(N/N=C/c1ccncc1)n2Cc1ccc(F)cc1	2.7	-0.2	-2	-16	-1.2	0.2	8	-2.4	-3	·	-0.2
CCOC(=O)CCSc1nc(C)c2cc(OC)ccc2n1	6.7	0.5	10*	-34	0.1	6.5	4	-0.5	-3	0.5	2.1
O=C(NCc1ccc(F)cc1)C1CCN(S(=O)(=O)c2ccc(Cl)cc2)CC1	-0.3	1.0	-1	-5	-1.1	1.4	3	0.7	1	0.1	-0.1
COC(=O)N1CC(c2ccccc2)CC1=O (configuration not stated)	-2.0	-1.2	-2	2	-1.4	-2.9	6	-0.8	-1	-0.6	0.1
Cc1cccn2c(=O)c(C=NCc3ccco3)c(Nc3ccc(SC(F)F)cc3)nc12	0.1	-0.7	5	-2	-2.1	-2.3	7	-0.4	1	0.4	0.3
CCN1CCc2c(C#N)c(NCc3ccccc3)nc(NCCO)c2C1	0.2	-0.3	0	i	-0.4	0.7	-8	-1.8	-7	-0.5	0.1
c1ccc(-c2sc3ccccc3c2-c2ccc(OCCN3CCCCC3)cc2)cc1	-0.2	-1.8	4	6	-1.4	0.8	2	-1.3	-2	1.8	-0.8
O=C(CN1CCN(c2ccc(F)cc2)CC1)Nc1cccc(C(F)(F)F)c1	0.3	0.5	0	1	-1.0	3.5	7	0.5	-3	0.0	0.1
Cc1cccc(N2CCN(C(=O)CCS(=O)(=O)c3ccc4c(c3)NC(=O)CO4)CC2)c1C	-0.8	-0.6	-3	1	-1.0	-1.3	7	1.8	2	-1.1	0.0
O=C1C[C@@H]2C(=O)N(c3ccccc3)C(=O)[C@@H]2[C@@H]2CN(S(=O)(=O)c3ccccc3)[C@@H](c3ccccc3)[C@H]12	-0.7	0.6	-3	-2	-1.1	·	-15	2.3	7	·	-0.6
C[C@@H]1CN([C@H](C)CO)C(=O)CCCn2nncc2CO[C@H]1CN(C)Cc1cccc(C(=O)O)c1	-0.4	0.1	-2	-33	-0.6	-2.2	8	2.1	-5	-0.9	1.6
Nc1nc(SCC(=O)c2ccc(Oc3ccccc3)cc2)n[nH]1	3.6	-0.2	1	-2	-0.4	0.9	-16	1.4	-2	0.1	1.8
O=S(=O)(c1ccc(Cl)cc1)N1CCN=C1SCc1cccnc1	0.7	-1.0	0	-1	-1.9	2.3	2	0.1	4	-0.4	-0.7
O=C(CSC1=NCCN1)Nc1cccc([N+](=O)[O-])c1	-3.3	0.5	-1	1	-1.8	9.5*	4	-0.5	3	0.6	-0.2
CCSc1nnc(NC(=O)C2CCN(C(=O)c3ccc(F)cc3)CC2)s1	-1.5	0.2	-3	-5	-1.7	-0.2	-6	1.3	-2	-0.3	0.2
CCNC(=S)Nc1ccc2c(c1)c(=O)n(C)n2-c1cc(C)cc(C)c1	3.8	-0.9	1	-427	-1.2	-1.1	2	-0.9	-6	·	1.4
COc1cccc(CNC(=O)Cc2ccc(Br)cc2)c1	-2.1	-0.7	0	-4	-1.4	4.0	2	-0.8	-7	0.0	0.1
COCCNC(=O)c1cccc(OC2CCN(Cc3ccccc3C)CC2)c1	1.2	-1.0	0	-4	-1.3	1.1	-6	-1.9	-2	1.1	-0.3
O=C(c1cnccn1)N(c1ccccc1)C1(C(=O)NC2CCCC2)CCCCC1	0.7	0.2	-4	1	-0.8	-0.7	4	-0.6	3	0.1	0.4
Cc1cc(C(=O)CCC(=O)N(C)CC2COc3ccccc3O2)c(C)s1 (configuration not stated)	2.1	-0.3	0	-5	-0.6	-2.2	0	-0.6	-1	0.1	0.2
CCOc1cc2[nH]c(=O)n(CC3CCC(C(=O)NCCCOC)CC3)c(=O)c2cc1OCC (configuration not stated)	3.2	0.3	-2	4	-0.4	1.5	0	-2.4	8	-0.1	0.6
CC1CC(C)CN(S(=O)(=O)c2ccc(NC(=O)c3ccc(=O)[nH]c3)cc2)C1 (configuration not stated)	-0.2	1.6	0	0	-1.1	-0.4	-12	-0.4	0	-1.3	-1.7
Cc1nn(C)c(C)c1S(=O)(=O)N(CC(=O)Nc1nccs1)c1ccc(C(C)C)cc1	-0.3	-1.2	-2	3	-1.6	1.1	-4	0.1	5	0.4	0.1
COc1ccc2oc3cc(C)[n+]([O-])c(-c4ccc(Cl)cc4)c3c2c1	-0.7	-3.7	-5	-43	-1.2	-3.2	5	-0.2	-3	-3.0	-2.0
Cc1cccc(-n2[nH]c3c4c(ccc3c2=O)C(=O)c2ccccc2C4=O)c1	-1.9	-1.8	8.3*	2	-0.1	1.6	3	-5.4	-3	-0.1	-0.2
Cc1ccc(C2=CC(c3ccc(N(C)C)cc3)n3nnnc3N2)cc1 (configuration not stated)	-2.6	-1.2	-3	i	-1.1	2.8	-5	0.8	-3	1.1	0.5
COc1cc(NC(=O)c2cccs2)c(OC)cc1NC(=O)Nc1ccc(F)cc1	-4.6	-4.3	-3	-8	-1.9	3.0	4	-2.4	5	-2.6	-0.2
COc1ccc(OCC(=O)NNC(=O)C(=O)Nc2ccccc2)cc1	-1.5	-0.1	-1	-2	-0.6	1.5	10	-0.1	3	0.5	0.4
CN(C)c1cccc(C(=O)NCC(c2ccco2)N(C)C)c1 (configuration not stated)	3.3	3.5	-1	-96	-0.1	2.3	2	-1.7	1	1.7	1.0
CCc1nc(SCCO)c2oc3ccccc3c2n1	-0.7	-2.7	2	1	-1.5	2.9	5	-4.8	-8	0.6	-0.6
Cc1cc(S(=O)(=O)N2CCCCC2)c(C)s1	0.5	-0.6	-1	-7	-1.3	-0.4	4	-1.5	-1	0.0	0.0
COCCNC(=O)c1ccc(N2CCC3(CC2)OCCO3)c([N+](=O)[O-])c1	1.2	0.3	-1	1	-1.1	1.4	1	0.6	0	0.1	0.0
CCN(CC(=O)Nc1ccc2c(c1)OCCO2)C(=O)/C=C/c1ccc(F)cc1	1.1	1.8	1	-10	-0.8	2.5	-2	1.5	0	2.0	0.3
Cc1cccc(Cn2c(=O)c3c(nc4n3CCN4Cc3ccco3)n(C)c2=O)c1	2.4	-2.4	1	2	-0.9	-2.9	4	-0.5	-2	0.8	0.3
COC(=O)[C@@]1(Sc2ccc(C)cc2)CC(=O)N(c2ccccc2)[C@@H]1c1ccccc1	-5.5	-3.2	-3	1	-0.9	·	-6	-0.6	-2	·	-8.0
CCNC(=O)CCSc1nnc(-c2ccco2)o1	-4.8	2.2	-2	-2	-1.2	-1.4	16	-1.3	3	-1.2	0.3

Compounds were not picked by outcome; about 7% have a hit in one of these screens.
